AMA1-RON2 inh: AMA1-RON2 (P. falciparum) interaction inhibition. AlphaScreen AMA1-biotinylated RON2 peptide binding. Potency, µM (doses to about 58.2 µM), inactives show at the highest dose activity change, negative = inhibition, usual class: inhibitors. 360,000 compounds, 0.2% hits. AID 720542;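 note: potency is the fitted concentration of half-maximal effect; 0% = vehicle wells and -100% = peptide control; nearly all actives have a fitted effect of over 45% in size; some results filed as inactive show a strong effect at the top dose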
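AMA1 (3D7) with his tag at 25 nM final met compounds first, then biotinylated RON2 peptide at 25 nM; detection used donor plus acceptor beads, 10 µg/mL apiece, read by AlphaScreen after 30 min at room temperature.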
HCMV antiviral: human cytomegalovirus inhibition; HFF cells, HCMV-luciferase reporter, 72 h; stronger effect = lower value; activity change, negative = inhibition, % at 57.5 µM; 410,000 compounds, 4.5% hits; in the data active = activity change below about -60%; inconclusive = no clear call, values can overlap the other calls; inactive = above about -39%
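Screen run at 2 compound doses on HFFs infected with reporter HCMV, MOI 1 PFU/cell. Luciferase activity from cell lysates at 72 h post infection gave inhibition relative to buffer-only and Salinomycin wells.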
Sm TGR block: S. mansoni TGR enzyme inhibition; Q962Y6; purified TGR, DTNB reduction, TNB absorbance 405 nm; Potency, µM (top dose mostly 114 µM), for inactives: at the top dose activity change, negative = inhibition, most hits filed as inhibitors; 360,000 compounds, 3% hits; note: potency is the fitted concentration of half-maximal effect; nearly all actives have a fitted effect of over 60% in size
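TGR 20 nM + NADPH 100 uM (dispensed conc.), cpd preinc 15 min RT; start with NADPH (500 uM addition) then DTNB (15 mM addition). Kinetic TNB absorbance, 405 nm filter. Four-parameter Hill fit across titration.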
Giardia FBPA inh: inhibitors of Giardia lamblia fructose-1,6-bisphosphate aldolase; Potency, µM (doses to about 59.6 µM), for inactives: top-dose activity, negative = inhibition, most hits filed as inhibitors; A8B2U2; purified Giardia FBPA; 290,000 compounds, 0.71% hits; AID 2451; note: potency is the fitted concentration of half-maximal effect; nearly all actives have a fitted effect of over 55% in size
Target sequence (A8B2U2 whole entry, looked up): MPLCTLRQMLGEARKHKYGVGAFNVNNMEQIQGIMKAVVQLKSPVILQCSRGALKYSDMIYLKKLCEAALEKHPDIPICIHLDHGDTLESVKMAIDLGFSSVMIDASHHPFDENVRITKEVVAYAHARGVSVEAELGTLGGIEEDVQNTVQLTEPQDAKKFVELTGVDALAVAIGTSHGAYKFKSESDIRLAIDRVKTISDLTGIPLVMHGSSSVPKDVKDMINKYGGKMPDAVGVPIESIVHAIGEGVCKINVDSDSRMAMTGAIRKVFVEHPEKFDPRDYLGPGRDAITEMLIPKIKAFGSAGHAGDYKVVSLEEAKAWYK
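Giardia FBPA (40 nM reagent) was preincubated 10 min at RT with compound (up to 57.5 uM final), then substrate plus GAPDH/TPI/NAD/arsenate coupling system with diaphorase/resazurin was added; resorufin fluorescence (525/598 nm) was read after 20 min.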
AmpC no deterg: AmpC beta-lactamase inhibition without detergent. P00811. AmpC nitrocefin hydrolysis, absorbance 480 nm, 0.0001% Triton. Potency, µM (top dose mostly 57.1 µM), for inactives: at the highest dose activity change, negative = inhibition, hits mostly inhibitors. 330,000 compounds, 0.52% hits. AID 485341;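 note: potency is the fitted concentration of half-maximal effect; plate controls were no compound for no effect and no enzyme for full effect; nearly all actives have a fitted effect of over 20% in size; some results filed as inactive show a strong effect at the top dose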
Target sequence (P00811 whole entry, looked up): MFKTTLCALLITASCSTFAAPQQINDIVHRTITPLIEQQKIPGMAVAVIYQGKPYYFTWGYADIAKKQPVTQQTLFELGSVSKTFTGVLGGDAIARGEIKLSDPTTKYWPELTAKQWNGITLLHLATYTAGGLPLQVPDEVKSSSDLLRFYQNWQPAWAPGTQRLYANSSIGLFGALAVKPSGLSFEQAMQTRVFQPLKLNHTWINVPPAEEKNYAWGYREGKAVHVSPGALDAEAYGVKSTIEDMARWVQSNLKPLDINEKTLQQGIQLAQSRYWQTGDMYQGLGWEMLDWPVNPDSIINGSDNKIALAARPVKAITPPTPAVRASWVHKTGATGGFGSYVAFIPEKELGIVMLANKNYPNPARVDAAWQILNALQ
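20 mM phosphate pH 7.0 + 0.01% (detergent screen) or 0.0001% Triton X-100; 5.3 nM AmpC reagent; cpd preinc 15 min RT; nitrocefin (800 uM stock) to start; A480 q20 s × 4 min; Activity was normalised to no-enzyme and no-compound control wells.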
AmpC detergent: blocks E. coli AmpC beta-lactamase in detergent assay; Potency, µM (series often up to 114 µM), for the others: at the top dose activity change, negative = inhibition, hits mostly inhibitors; AmpC hydrolysis of nitrocefin, absorbance 480 nm, 0.01% Triton; 370,000 compounds, 0.041% hits;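 note: potency is the fitted concentration of half-maximal effect; 0% = no-compound wells and -100% = no-enzyme wells; nearly all actives have a fitted effect of over 25% in size; some results filed as inactive show a strong effect at the top dose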
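20 mM phosphate pH 7.0 + 0.01% (detergent screen) or 0.0001% Triton X-100; 5.3 nM AmpC reagent; cpd preinc 15 min RT; nitrocefin (800 uM stock) to start; A480 q20 s × 4 min; Activity was normalised to no-enzyme and no-compound control wells.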
Starred values were filed as active, the others as inactive; ? = inconclusive; . = no result given; [ ] = remark or other dose. Unless noted, calls come from the whole dose curve; as a rule, active = well fitted curve in the direction sought with a large enough effect; inconclusive = small, poorly fitted or top-dose-only effect, or another doubt; inactive = no such curve, though single readings can be large; an effect the other way counts as inactive or inconclusive. Unless noted, % is set by controls: 0 for no effect and ±100 for the full control effect.

Every second line gives: AMA1-RON2 inh, HCMV antiviral, Sm TGR block, Giardia FBPA inh, AmpC no deterg, AmpC detergent
1	C[C@@H]1C[C@H]2[C@@H]3CCC4=CC(=O)C=C[C@]4(C)[C@@]3(F)[C@@H](O)C[C@]2(C)[C@H]1C(=O)CO
    -2.3%, 83.0, -21.4%, -8.6%, 22.1%, -0.1%
2	CCCSc1nc2c(c(=O)n1-c1ccc(OCC)cc1)SCC2
    0.7%, 3.4, -0.8%, -0.8%, -27.6%, -13.4%
3	O=C(Nc1cccc2c1CCCC2)C1CCN(c2nnnn2-c2ccccc2)CC1
    9.2%, 5.6, -5.3%, -0.1%, 0.4%, -1.9%
4	COc1cccc(-c2nnc(SCc3nc4ccccc4[nH]3)n2N)c1
    9.8%, -22.1, 0.0%, 2.0%, ., -9.8%
5	Cc1cccc(N(C(=O)Cn2nnc(-c3ccccc3F)n2)C(C(=O)NC(C)(C)C)c2ccncc2)c1 (stereo unspecified)
    2.5%, ?, -5.2%, 2.9%, 13.0%, -4.2%
6	CCCc1ccc2oc(C(=O)N(Cc3nccn3C)C(C)C)c(C)c2c1
    11.2%, 105.6, -1.0%, -4.8%, 138.2%[activator], -13.8%
7	COc1ccc(C(=O)C2CCCN(Cc3ccsc3)C2)cc1OC (stereo unspecified)
    -27.5%, ?, 7.2%, -5.8%, 24.7%, 10.9%
8	CC(=O)N1CCN(c2ccc([N+](=O)[O-])c(NCc3cccnc3)c2)CC1
    -6.9%, ?, 5.3%, 0.7%, 0.0%, ?
9	COc1cc(C(=O)OCC(=O)c2c(N)n(C)c(=O)n(C)c2=O)ccc1OCCC(C)C
    5.3%, 98.1, 6.9%, 1.2%, 9.9%[11.4 µM], -11.4%
10	Cc1ccccc1OCC(O)CN1CCN(CCN2C(=O)c3cccc4cccc(c34)C2=O)CC1 (stereo unspecified)
    -8.6%, ?, -8.5%, -16.7%, 230.6%[activator], ?
11	CCc1c(-c2ccccc2)nc(N)c(C#N)c1-c1cccs1
    10.4%, -6.0, 2.2%, -0.9%, 1.8%, ?
12	COc1ccc(C2(C(=O)Nc3ccc(OC)cc3OC)CCCC2)cc1
    -26.4%, ?, ., 2.7%, 22.7%, -5.0%
13	O=C1CCCN1CCC1CCN(C2CC(=O)N(c3ccc(F)cc3)C2=O)CC1 (stereo unspecified)
    -6.9%, -36.2, ?, 8.3%, ., 6.7%
14	CCCCNCCOCCOc1ccc(C)cc1[N+](=O)[O-]
    -12.8%, -6.2, -36.5%, -26.0%, -0.6%, -5.3%
15	NC(=O)C1CCCN(C(=O)CN2C(=O)NC(c3ccccc3)(c3ccccc3)C2=O)C1 (stereo unspecified)
    -6.4%, -5.3, -13.9%, ., -14.6%, 0.4%
16	Nc1ccc(S(=O)(=O)Nc2ccc(S(N)(=O)=O)cc2)cc1
    -2.0%, 74.2, 29.3%, 6.5%, -12.1%, -10.1%
17	COC(=O)c1ccccc1NC(=O)CN1CCC(n2nnc3cc(F)ccc32)CC1
    51.2%[activator], 61.7, -3.2%, -1.4%, ?, 0.5%
18	Cc1ccc(NC(=O)CSc2nc(=O)n(CCCN3CCOCC3)c3c2CCCC3)c(C)c1
    11.1%, -24.0, -5.5%, ., 51.2%, -11.5%
19	O=C(NCc1ccco1)C1CCN(S(=O)(=O)c2ccccc2C(F)(F)F)CC1
    2.5%, -3.4, -2.4%, ., -24.3%, -2.9%
20	Cc1cccc(N=C2NC(=O)/C(=C/C=C/c3ccco3)S2)c1C
    -18.2%[2.32 µM], 2.6, 10µM*, -29.2%, 31.6µM*, -2.8%

11 entries already listed, arranged by number of heavy atoms, falling.
Every second line gives: AMA1-RON2 inh, HCMV antiviral, Sm TGR block, Giardia FBPA inh, AmpC no deterg, AmpC detergent
5	Cc1cccc(N(C(=O)Cn2nnc(-c3ccccc3F)n2)C(C(=O)NC(C)(C)C)c2ccncc2)c1 (stereo unspecified)
    2.5%, ?, -5.2%, 2.9%, 13.0%, -4.2%
10	Cc1ccccc1OCC(O)CN1CCN(CCN2C(=O)c3cccc4cccc(c34)C2=O)CC1 (stereo unspecified)
    -8.6%, ?, -8.5%, -16.7%, 230.6%[activator], ?
15	NC(=O)C1CCCN(C(=O)CN2C(=O)NC(c3ccccc3)(c3ccccc3)C2=O)C1 (stereo unspecified)
    -6.4%, -5.3, -13.9%, ., -14.6%, 0.4%
17	COC(=O)c1ccccc1NC(=O)CN1CCC(n2nnc3cc(F)ccc32)CC1
    51.2%[activator], 61.7, -3.2%, -1.4%, ?, 0.5%
13	O=C1CCCN1CCC1CCN(C2CC(=O)N(c3ccc(F)cc3)C2=O)CC1 (stereo unspecified)
    -6.9%, -36.2, ?, 8.3%, ., 6.7%
1	C[C@@H]1C[C@H]2[C@@H]3CCC4=CC(=O)C=C[C@]4(C)[C@@]3(F)[C@@H](O)C[C@]2(C)[C@H]1C(=O)CO
    -2.3%, 83.0, -21.4%, -8.6%, 22.1%, -0.1%
8	CC(=O)N1CCN(c2ccc([N+](=O)[O-])c(NCc3cccnc3)c2)CC1
    -6.9%, ?, 5.3%, 0.7%, 0.0%, ?
7	COc1ccc(C(=O)C2CCCN(Cc3ccsc3)C2)cc1OC (stereo unspecified)
    -27.5%, ?, 7.2%, -5.8%, 24.7%, 10.9%
2	CCCSc1nc2c(c(=O)n1-c1ccc(OCC)cc1)SCC2
    0.7%, 3.4, -0.8%, -0.8%, -27.6%, -13.4%
11	CCc1c(-c2ccccc2)nc(N)c(C#N)c1-c1cccs1
    10.4%, -6.0, 2.2%, -0.9%, 1.8%, ?
16	Nc1ccc(S(=O)(=O)Nc2ccc(S(N)(=O)=O)cc2)cc1
    -2.0%, 74.2, 29.3%, 6.5%, -12.1%, -10.1%

The list goes on:
Every second line gives: AMA1-RON2 inh, HCMV antiviral, Sm TGR block, Giardia FBPA inh, AmpC no deterg, AmpC detergent
21	CSc1ccc(/C=N/Nc2nc(C)cc(C)n2)cc1
    60.1%[activator], ?, 5.0%, -11.2%, -11.9%, 4.4%
22	CN1C(=O)C(CC(=O)NCC2CCCCC2)SC1=Nc1ccccc1 (stereo unspecified)
    3.1%, -6.0, 7.8%, 4.7%, 33.2%, 0.7%
23	CCOC(=O)c1cc(-c2ccccc2)n(CCCC(=O)Nc2cccc(C)c2C)c1C
    ., 0.0, -2.1%, ., ., 3.2%
24	COc1ccc(N=C2SCC(c3ccc(C)cc3)=NN2CCO)cc1
    ?, 35.9, 13.0%, -4.6%, 1.1%, -8.8%
25	CCNC(=S)NNC(=O)c1csc2c1CCC(C)C2 (stereo unspecified)
    100.0%[activator], -18.0, -13.1%, 10.6%, -29.7%, -10.0%
26	NS(=O)(=O)c1cccc(NC(=O)CC(NC(=O)c2ccccc2Cl)c2ccccc2)c1 (stereo unspecified)
    0.4%, 8.4, 9.4%, 20.9%, -7.8%, -0.6%
27	C[C@H](CO)N1C[C@H](C)[C@@H](CN(C)S(=O)(=O)c2ccc(F)cc2)Oc2ccc(NC(=O)Nc3ccc(C(F)(F)F)cc3)cc2C1=O
    -2.8%, -15.4, ., ., 39.3%, .
28	Oc1c(C(c2ccccc2F)N2CCN(Cc3ccccc3)CC2)sc2nc(-c3ccco3)nn12 (stereo unspecified)
    ., 9.7, 5.7%, ., ., 10.0%
29	OC(c1cccs1)(c1cccs1)C1C[N+]2(CF)CCC1CC2 (stereo unspecified)
    6.4%, 18.7, 5.0%, -1.1%, ?, 4.9%
30	COc1ccc(N2C(=O)C3C4C=CC(C5CC45)C3C2=O)c([N+](=O)[O-])c1 (stereo unspecified)
    -5.4%, 18.2, -27.1%, -1.3%, -26.1%, -7.3%
31	CCN1CCN(c2ccc(S(=O)(=O)N3CCCCC3)cc2NC(=O)c2cccc(C)c2[N+](=O)[O-])CC1
    -11.5%, 6.2, 4.5%, ., 132.3%[activator], -12.1%
32	CCOC(=O)C1=C(O)CSC1=Nc1cccc(Cl)c1
    12.0%, 8.6, 2.2%[11.4 µM], 1.3%, -13.3%, -9.2%
33	COc1ccccc1CNC(=O)c1cnc(SC)nc1C
    ., -9.9, 1.1%, ., ., 18.0%
34	CCC1Oc2ccc(C)cc2N(CC(=O)N(Cc2ccc(C)o2)C2CCCC2)C1=O (stereo unspecified)
    -9.5%, 26.2, 0.0%, 14.2%, 14.1%, -1.9%
35	O=C(N/N=C/c1cccnc1)c1ccc(NC(=O)C(c2ccccc2)c2ccccc2)cc1
    9.4%, -2.7, 2.1%, 2.5%, -0.4%, ?
36	O=C(COc1ccccc1[N+](=O)[O-])Nc1ccc2c(c1)OCO2
    -3.1%, 211.3, -16.3%, 0.8%, -24.9%, -3.1%
37	O=C(NC(Cc1c[nH]c2ccccc12)C(=O)O)/C(=C/c1ccc(F)cc1)NC(=O)c1ccccc1 (stereo unspecified)
    -5.8%, 21.2, -16.9%, 0.4%, -26.8%, -2.7%
38	COCCN(C(=S)Nc1c(C)cccc1C)C(C)c1cccs1 (stereo unspecified)
    4.3%, -23.1, 0.1%, -4.6%, -19.5%, -0.6%
39	COc1ccc(C2=C(Nc3ccc(F)cc3)c3ccccc3C2=O)cc1
    0.6%, 31.3, -12.6%, -0.4%, -14.4%, -1.8%
40	CC1(C)CC(=O)C(CC(=O)Nc2ccc(S(N)(=O)=O)cc2)=C(O)C1
    -23.4%, 34.9, -35.5%, 5.4%, -23.4%, -1.4%
41	O=C(O)COc1c(-c2ccccc2)oc2ccccc2c1=O
    33.0%[activator], -2.7, 4.3%, 15.8%, -16.3%, -0.6%
42	CN(C)c1cccc(C(=O)OCC(=O)Nc2ccccc2-c2ccccc2)c1
    -27.7%, 8.9, -6.8%, -3.9%, -33.8%, -3.0%
43	COc1ccc(CCNC(=O)c2cnn(-c3ccc(F)cc3)c2C2CCN(C(=O)OC(C)(C)C)CC2)cc1OC
    ., 6.0, -4.3%, ., ., 1.7%
44	Cc1oc(-c2ccccc2F)nc1CS(=O)(=O)CC(=O)NCCCN(C)C1CCCCC1
    -3.3%, 10.9, 3.2%, ., 87.7%[activator], -7.9%
45	CSc1ccccc1C(=O)Nc1ccccc1C
    3.3%, -0.7, ., 5.2%, -13.6%, 2.9%
46	Cc1ccc(S(=O)(=O)N2CCOCC2)cc1NC(=O)C1=NN(c2ccccc2)C(=O)CC1
    5.1%, -26.6, -1.7%, ., 82.4%[activator], 4.4%
47	COc1cc2c(cc1OC)CN(C(=O)NS(=O)(=O)c1ccc(C)cc1)CC2
    8.9%, -9.3, -2.9%, -23.4%, -5.2%, 1.5%
48	Cc1ccc(Cl)cc1NC(=O)Cn1c(=O)oc2cc(S(=O)(=O)N3CCCCCC3)ccc21
    ., 0.0, 7.6%, ., ., 9.2%
49	COC(=O)Cn1c(=O)c(C)nc2ccccc21
    6.3%, 67.5, 7.2%, 4.7%, -5.3%, -0.7%
50	CCOc1ccc2c(c1)c(=O)c(C(=O)c1ccc(CC)cc1)cn2CC(=O)Nc1ccccc1C
    ., -13.7, -11.4%, ., ., -0.3%
51	COc1ccc(C2CC(c3ccccc3)=NN2C(=O)COC(=O)c2ccc(S(C)(=O)=O)cc2)cc1 (stereo unspecified)
    -9.0%, -0.1, 0.4%, ., -2.1%, -8.2%
